Compound activity deposited in PubChem by The Scripps Research Institute Molecular Screening Center.
IDE inh: inhibits human insulin-degrading enzyme in HEK cells | FAbetaB cleavage, fluorescence polarization | inhibition, % at 5.59 µM | hit rate 0.41% among 320,000 | AID 434962;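 active = percent inhibition above the average of all tested compounds plus 3 SD, set per screening campaign, cut at about 16% in these data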;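 also: IDE supplied by intact live HEK cells; FP after avidin binding of uncleaved biotin substrate so inhibition keeps polarization high; 0% = DMSO wells and 100% = 60 µM reference IDE inhibitor Ii1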
Target sequence (P14735 whole entry, looked up): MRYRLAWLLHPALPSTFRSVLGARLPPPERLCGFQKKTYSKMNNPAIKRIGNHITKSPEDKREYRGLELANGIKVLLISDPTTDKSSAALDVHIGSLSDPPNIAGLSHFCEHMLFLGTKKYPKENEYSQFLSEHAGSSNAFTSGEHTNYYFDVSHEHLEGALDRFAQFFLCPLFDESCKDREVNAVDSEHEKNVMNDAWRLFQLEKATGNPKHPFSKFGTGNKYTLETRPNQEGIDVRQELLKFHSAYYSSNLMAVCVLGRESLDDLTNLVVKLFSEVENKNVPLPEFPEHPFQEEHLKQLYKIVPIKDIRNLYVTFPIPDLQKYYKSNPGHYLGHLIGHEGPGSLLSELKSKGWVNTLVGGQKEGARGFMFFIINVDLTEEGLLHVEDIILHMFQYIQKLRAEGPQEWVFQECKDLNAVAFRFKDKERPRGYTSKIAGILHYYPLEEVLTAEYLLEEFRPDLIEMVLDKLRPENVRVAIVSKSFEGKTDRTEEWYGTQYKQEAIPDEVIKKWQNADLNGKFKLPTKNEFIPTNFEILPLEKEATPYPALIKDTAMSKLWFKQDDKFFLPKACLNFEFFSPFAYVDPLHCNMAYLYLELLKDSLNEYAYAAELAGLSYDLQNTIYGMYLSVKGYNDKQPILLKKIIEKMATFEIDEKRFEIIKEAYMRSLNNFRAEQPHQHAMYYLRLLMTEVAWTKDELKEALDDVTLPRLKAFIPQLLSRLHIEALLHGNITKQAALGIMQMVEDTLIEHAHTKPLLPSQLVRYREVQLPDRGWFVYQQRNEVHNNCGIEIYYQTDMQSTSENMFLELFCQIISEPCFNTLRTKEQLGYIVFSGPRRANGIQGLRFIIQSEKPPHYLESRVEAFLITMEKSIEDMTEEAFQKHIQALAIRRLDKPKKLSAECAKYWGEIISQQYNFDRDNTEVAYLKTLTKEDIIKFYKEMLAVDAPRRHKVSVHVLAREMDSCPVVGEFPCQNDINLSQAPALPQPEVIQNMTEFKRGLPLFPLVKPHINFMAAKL
IDE act: boosts human insulin-degrading enzyme activity in HEK cells; hit rate 0.073% among 340,000; activation, % at 5.96 µM; FAbeta-B cleavage, fluorescence polarization; 0% vehicle, 100% cell-free pure enzyme wells;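 active = activation above the mean of all tested compounds plus 3 SD, set per screening campaign, cut at about 17% in these data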
* marks the source's active call; other numbers are inactive results. This is a subset (hit frequency here may not be typical).

SMILES | IDE inh | IDE act
CCc1ccc([C@@H]2CC=C(C(=O)O)CN2S(=O)(=O)c2ccc(C)cc2)cc1 | -1 | -2
CCOC(=O)C1CCN(C(=O)COC(=O)c2ccccc2OCC)CC1 | 3 | 0
C[C@H]1O[C@@H](n2cc(F)c(=O)[nH]c2=O)[C@H](O)[C@@H]1O | 4 | 5
CC(C)c1ccc(O)c(C(=O)c2cnn(-c3ccccc3)c2)c1 | -5 | 5
CC12CCC(=O)N1C(C(=O)N1CCN(S(=O)(=O)c3ccc(F)c(F)c3)CC1)CS2 (stereo not drawn) | 0 | -2
CCNC(=O)Cc1ccc(S(=O)(=O)N2CCOCC2)s1 | -4 | 2
Cc1cc(C)n2nc(C)c(-c3ccccc3)c2n1 | -2 | 1
CN1CCC(N(C)S(=O)(=O)c2ccc(NC(=O)COc3ccc(F)cc3)cc2)CC1 | 2 | 1
CCOC(=O)C1=CC[C@H]2c3c(c4ccccc4n3C)C(=O)C1N2S(=O)(=O)c1ccc(C)cc1 | 3 | 7
Cc1cccc(C(=O)NCC(=O)NC2CCC(C)CC2)c1 (stereo not drawn) | 1 | -4
CS(=O)(=O)N1Cc2ccccc2CC1C(=O)OCC(=O)NCc1ccccc1 (stereo not drawn) | 11 | 2
CS(=O)(=O)c1ccc([C@@H](O)[C@@H](CO)NC(=O)C(Cl)Cl)cc1 | 4 | -2
CN(C)S(=O)(=O)c1cccc(NC(=O)c2ccc(-n3cncn3)c([N+](=O)[O-])c2)c1 | 3 | 1
Cc1ccc(NC(=O)CNc2cccc(S(=O)(=O)N3CCCCC3)c2)cc1F | 0 | 1
CN1CCN(S(=O)(=O)c2ccc(NN)nc2)CC1 | -2 | 3
O=C(CSC1=NS(=O)(=O)c2cc(F)ccc2N1)Nc1cccc(F)c1 | 5 | -2
CCOC(=O)C1CCCN(S(=O)(=O)CCNC(=O)c2cccc(OC)c2)C1 (stereo not drawn) | 1 | 4
COc1cccc(CC(=O)N(CCC2=CCCCC2)c2c(N)n(Cc3ccccc3)c(=O)[nH]c2=O)c1 | 1 | 2
Cc1ccc(C(=O)OCC(=O)NCc2cc(C)c(O)c(C)c2)cc1S(=O)(=O)N1CCCCC1 | -4 | -4
CCCn1nc(C(=O)NNC(=O)C2CSC3(C)CCC(=O)N23)c2ccccc2c1=O (stereo not drawn) | 5 | 5
Cc1ccc(C2(c3ccc(C)cc3)NC(=O)N(CC(=O)NCCCN3CCCC3=O)C2=O)cc1 | 2 | -4
O=C1CC(C(=O)N2CCN(S(=O)(=O)c3cccc(F)c3)CC2)CN1Cc1ccccc1Cl (stereo not drawn) | -2 | 3
CCN(CC)S(=O)(=O)c1cccc(C(=O)OCC(=O)NCCN2C(=O)CSC2=O)c1 | 0 | 1
O=C(CCC(=O)c1ccccc1)NCc1cccc(C(F)(F)F)c1 | -3 | 4
COc1cc(C(=O)OC(C)C(=O)Nc2ccc3c(c2)OCCO3)cc(OC)c1OC (stereo not drawn) | -4 | 3
SMILES | IDE inh | IDE act
C#CCOCCOCCOCCNc1nc(N2CCN(C(=O)C([C@@H](C)O)n3cc([C@@H](N)CCCCN)nn3)CC2)nc(N2CCN(C(=O)[C@H](CCCCN)n3cc(CN)nn3)CC2)n1 (stereo partly drawn) | 2 | 4
O=C(Nc1cc(S(=O)(=O)N2CCCC2)ccc1Cl)c1cc(F)c(F)c(F)c1F | 3 | 4
Nc1c(N(Cc2ccccc2)C(=O)CCc2ccccc2)c(=O)[nH]c(=O)n1Cc1ccccc1 | 1 | 2
Cc1ccc2c(c1)[C@H]1[C@H](CO2)[C@H](c2ccccc2)[C@]2(C)C(=O)N(Cc3ccco3)CC(=O)N12 | 4 | 1
Cc1ccc(C(=O)NCC(=O)NCC(c2cccs2)N2CCOCC2)cc1C (stereo not drawn) | 0 | 7
COC(=O)c1ccc(CNC(=O)COC(=O)/C=C/c2ccc(OC)c(OC)c2)cc1 | -6 | 4
O=C(COC(=O)c1cc(Cl)ccc1O)NCC1CCCO1 (stereo not drawn) | 0 | 0
Cc1cc(C(=O)CSc2nc(N)cc(=O)[nH]2)c(C)n1CC1CCCO1 (stereo not drawn) | 2 | 5
COc1ccccc1CC(=O)N1CCN(c2ccc(F)cc2)CC1 | 3 | -2
CC(C)c1ccc(S(=O)(=O)N2CCN(C(=O)n3ccnc3)CC2)cc1 | -3 | 4
CC1CCN(C(=O)c2[nH]cnc2C(=O)Nc2cccc(Cl)c2)CC1 | -1 | 3
COc1ccc(C)cc1-n1nnnc1SCC(=O)NC1CC1 | -3 | 4
O=C1CCCC(=NNC(=O)c2cc3ccccc3cc2O)C1 | 8 | 1
O=C1CC(NS(=O)(=O)c2ccc3ccccc3c2)CN1c1ccccc1 (stereo not drawn) | -2 | 7
COC(=O)[C@]1(Cc2ccccc2)N[C@H](CN(C)C(=O)Nc2ccc(C(F)(F)F)cc2)[C@@H]2C(=O)N(Cc3ccccc3)C(=O)[C@@H]21 | -2 | 0
CC1CCCC(C)N1C(=O)CN1c2cccc3cccc(c23)S1(=O)=O (stereo not drawn) | -2 | 0
CCCCN(C(=O)CSCC(=O)Nc1ccc(C)cc1)c1c(N)n(CCCC)c(=O)[nH]c1=O | 5 | -4
Cc1ccc(C(=O)NCC2CCCN2S(=O)(=O)c2cccs2)cc1C (stereo not drawn) | 2 | -3
O=C(O)c1ccc([N+](=O)[O-])c2c1C(=O)c1ccccc1C2=O | -2 | 0
CN(C(=O)COC(=O)CNC(=O)c1sc2ccccc2c1Cl)C1CCS(=O)(=O)C1 (stereo not drawn) | 5 | -3
O=C1C=C(c2cccc(Cl)c2)C[C@@H](c2ccc(F)cc2)C1 | 6 | 5
Cc1ccc(S(=O)(=O)N(C)C)cc1NC(=O)COC(=O)C1CC(=O)N(c2ccc3c(c2)OCCO3)C1 (stereo not drawn) | 9 | 2
Cc1ccc(C(=O)N(CC(C)C)c2c(N)n(Cc3ccccc3)c(=O)[nH]c2=O)o1 | 0 | 7
COc1ccc2oc(C(=O)N(CC(C)C)C3CCS(=O)(=O)C3)c(C)c2c1 (stereo not drawn) | 2 | 4
O=C(CSc1n[nH]c(=O)n1C1CC1)c1c[nH]c2ccccc12 | -2 | 0

Copied from the entries so far for reference:
SMILES | IDE inh | IDE act
O=C(O)c1ccc([N+](=O)[O-])c2c1C(=O)c1ccccc1C2=O | -2 | 0
CN(C(=O)COC(=O)CNC(=O)c1sc2ccccc2c1Cl)C1CCS(=O)(=O)C1 (stereo not drawn) | 5 | -3
O=C1C=C(c2cccc(Cl)c2)C[C@@H](c2ccc(F)cc2)C1 | 6 | 5
Cc1ccc(S(=O)(=O)N(C)C)cc1NC(=O)COC(=O)C1CC(=O)N(c2ccc3c(c2)OCCO3)C1 (stereo not drawn) | 9 | 2
Cc1ccc(C(=O)N(CC(C)C)c2c(N)n(Cc3ccccc3)c(=O)[nH]c2=O)o1 | 0 | 7
COc1ccc2oc(C(=O)N(CC(C)C)C3CCS(=O)(=O)C3)c(C)c2c1 (stereo not drawn) | 2 | 4
O=C(CSc1n[nH]c(=O)n1C1CC1)c1c[nH]c2ccccc12 | -2 | 0

Next part
SMILES | IDE inh | IDE act
COc1ccc(NC(=O)CN(C)C(=O)c2ccc(N3CCCCC3)c([N+](=O)[O-])c2)cc1 | 1 | 6
COc1ccc(S(=O)(=O)N2CCCCC2)cc1NC(=O)c1cncc(Br)c1 | -2 | 5
COc1ccc2oc(C(=O)OCC(=O)N3CCCC(C)C3)c(C)c2c1 (stereo not drawn) | -9 | 3
O=C(c1ccc(-n2cncn2)c([N+](=O)[O-])c1)N1CCN(S(=O)(=O)c2ccccc2F)CC1 | 1 | 3
C[C@H](CO)N1C[C@H](C)[C@@H](CN(C)S(=O)(=O)c2cccs2)Oc2ccc(NC(=O)C3CC3)cc2C1=O | -2 | -1
CN(Cc1cccc(F)c1)C(=O)c1cc(S(=O)(=O)N2CCOCC2)ccc1N1CCCC1 | -2 | 5
C/C=C(\NC(C)=O)c1ccccc1 | 4 | 6
CCSc1ccc2c(c1)N(CCCN1CCN(C)CC1)c1ccccc1S2 | 1 | 8
Cc1ccc(S(=O)(=O)N2CCC(C(=O)NNC(=O)c3ccccc3O)CC2)cc1 | -6 | 4
COc1ccc(CCNC(=O)CSc2nnc3ccc(-c4ccccn4)nn23)cc1 | -2 | 3
O=C(Nc1ccccc1F)c1ccc(S(=O)(=O)N2CCCCCC2)cc1 | -1 | 4
CC(C)N(CCn1c(SCC(=O)Nc2cccnc2Cl)nc2ccccc2c1=O)C(C)C | 2 | 1
O=C(CSc1nnc(-c2ccccc2F)o1)NC(=O)Cc1ccccc1 | 5 | 3
CC(=O)c1cccc(NC(=O)CN2C(=O)NC(C)(C)C2=O)c1 | 2 | 1
O=C(CSc1nc2ncc(Cl)cc2[nH]1)N1CCC(Cc2ccccc2)CC1 | -3 | 4
CCC(C)Sc1ccc(-c2nc3ccc(C)cn3c2NCc2ccccc2)cc1OC (stereo not drawn) | 4 | 7
Cc1ccsc1/C=N/NC(=O)Cc1ccc([N+](=O)[O-])cc1 | -5 | 2
Cc1cccc(C)c1NC(=O)CNC(=O)c1c(-c2ccccc2)noc1C | 2 | 3
COc1cc(C(=O)NCC2CCCO2)ccc1OCc1ccc(Cl)cc1 (stereo not drawn) | -1 | -4
COc1ccc(S(=O)(=O)N2CCCCC2)cc1NC(=O)CCc1nc2ccccc2c(=O)[nH]1 | 10 | -6
O=C(NCC(c1ccco1)N1CCCCC1)c1cccs1 (stereo not drawn) | 2 | -3
O=S(=O)(NCC(c1cccs1)N1CCc2ccccc2C1)c1ccccc1 (stereo not drawn) | -10 | 2
Cc1nc(C)c(C(=O)OCC(=O)Nc2ccccc2)s1 | -1 | 4
COc1ccc(S(=O)(=O)Nc2ccc3c(c2)C(=O)N([C@@H](C)CO)C[C@H](C)[C@H](CN(C)CC2CC2)O3)cc1 | 7 | 7
N#Cc1cnn2c(-c3cccc([N+](=O)[O-])c3)ccnc12 | 2 | 0

Compound profiles, from the list above.
Shown for O=C(NCC(c1ccco1)N1CCCCC1)c1cccs1 (stereo not drawn) = IDE inh: 2; IDE act: -3
Shown for COc1ccc(S(=O)(=O)Nc2ccc3c(c2)C(=O)N([C@@H](C)CO)C[C@H](C)[C@H](CN(C)CC2CC2)O3)cc1 = IDE inh: 7; IDE act: 7
Shown for O=C(CSc1nc2ncc(Cl)cc2[nH]1)N1CCC(Cc2ccccc2)CC1 = IDE inh: -3; IDE act: 4

Additional entries follow:
SMILES | IDE inh | IDE act
C=CCC[C@@H](Cc1ccc(F)cc1)C(=O)O[C@H](CNC(=O)[C@@H](CC=C)CC(=O)N[C@H](CO)Cc1ccccc1)c1ccccc1 | 10 | -4
CCC(CO)Oc1cc(NCc2cccc(C)c2)c2ncn(C(C)C)c2c1 (stereo not drawn) | 4 | -1
CC1(C)NC(=O)N(CC(=O)N2CCN(S(=O)(=O)c3ccccc3C(F)(F)F)CC2)C1=O | 1 | 2
Cn1nc(C(=O)OCC(=O)c2ccccc2)c2ccccc2c1=O | -1 | -3
CCc1cc(C(=O)N2CCN(C(=O)c3ccco3)CC2)sc1C | 6 | 4
CN(CC(=O)Nc1ccc(Cl)c(C(F)(F)F)c1)C(=O)c1cc(=O)c2ccccc2o1 | -7 | 3
N/C(=N\NS(=O)(=O)c1ccccc1Cl)c1ccccn1 | -6 | 2
CCc1noc(C)c1C(=O)Nc1cccc(S(=O)(=O)N(C)c2ccccc2)c1 | 3 | 1
CC1(C)CC2CC(C)(CN2C(=O)COC(=O)c2cccc(O)c2)C1 (stereo not drawn) | -2 | 5
COc1ccc(C(=O)N/C(=C\c2cccc3ccccc23)C(=O)N2CCN(C)CC2)cc1 | -2 | 3
CSCCC(NS(=O)(=O)c1ccccc1)C(=O)OC(C)C(=O)Nc1ccc(Cl)cn1 (stereo not drawn) | 6 | 0
CC(C)n1ncc2c(C(=O)NCc3ccccc3CN(C)C)cc(C3CC3)nc21 | -1 | 1
NS(=O)(=O)c1ccc(N2CCN(C(=O)c3ccco3)CC2)nc1 | -1 | -2
Cc1ccc(C)c(S(=O)(=O)N2CCN(C(=O)C3CCN(C(=O)c4ccc(F)cc4)CC3)CC2)c1 | 2 | 3
COc1ccc(NS(=O)(=O)c2cccc(C(=O)NNC(=O)c3ccccc3OC)c2)cc1 | 2 | -1
COc1cccc(CC(=O)OCC(=O)c2cc(OC)ccc2OC)c1 | 8 | 5
COc1cc2c(cc1CNC[C@H]1O[C@@H](n3cnc4c(N)ncnc43)[C@H](O)[C@@H]1O)OCO2 | 6 | 0
COc1ccccc1OCCC(=O)OCC(=O)Nc1ccc2c(c1)OCO2 | 3 | 4
CCC1(CC)NC(=O)N(CC(=O)OCC(=O)Nc2ccccc2OC(F)F)C1=O | 0 | 2
Cn1c(SCC(=O)NCc2ccco2)nnc1C1CC1 | 3 | -2
O=C(c1cncc(Br)c1)N1CCN(S(=O)(=O)c2ccc3ccccc3c2)CC1 | -2 | 0
O=C(NCCS(=O)(=O)NCc1ccc2c(c1)OCO2)c1ccccc1 | 2 | 4
O=C(NCc1ccccn1)c1ccccc1OCc1ccc(Cl)cc1Cl | -6 | 3
CN(CC(=O)Nc1cccc(F)c1)C(=O)C1CCN(C(=O)c2ccc(Cl)cc2)CC1 | -4 | 5
CCC/C(=C1/c2ccccc2C(=O)N1c1ccccc1)c1ccc(O[C@@H]2CCCCO2)cc1 | -1 | 0
CNc1snc(C)c1C(=O)OCC(=O)N(C)c1ccccc1 | 5 | 1
CCOc1ccc(S(=O)(=O)NCCC(=O)NCc2ccncc2)cc1 | 1 | 5
CCN(CC(=O)Nc1ccc(OC)cc1)C(=O)Cc1cccs1 | 3 | 2
COc1ccc([C@H]2Cc3cc(O)cc(O)c3C(=O)O2)cc1O | 5 | 2
COCCN(CC(=O)Nc1cccc(C)c1C)C(=O)c1cc(-c2ccncc2)nc2ccccc12 | -1 | -1

Part of the list above in order of heavy-atom count, lowest first:
SMILES | IDE inh | IDE act
COc1ccc([C@H]2Cc3cc(O)cc(O)c3C(=O)O2)cc1O | 5 | 2
O=C(NCCS(=O)(=O)NCc1ccc2c(c1)OCO2)c1ccccc1 | 2 | 4
CSCCC(NS(=O)(=O)c1ccccc1)C(=O)OC(C)C(=O)Nc1ccc(Cl)cn1 (stereo not drawn) | 6 | 0
